Assay outcomes from PubChem BioAssay.
Polio RdRp inh: poliovirus RNA polymerase inhibition | P03300 | poliovirus polymerase elongation, fluorescence polarization; hits give low values | % elongation, % (compound at 16.7 µg/mL) | 150,000 tested, 0.66% active | AID 588519; in the data active means % elongation below about 90%; further: some results filed as inactive read as strong as hits
Target sequence (P03300 1749-2209 limits assumed): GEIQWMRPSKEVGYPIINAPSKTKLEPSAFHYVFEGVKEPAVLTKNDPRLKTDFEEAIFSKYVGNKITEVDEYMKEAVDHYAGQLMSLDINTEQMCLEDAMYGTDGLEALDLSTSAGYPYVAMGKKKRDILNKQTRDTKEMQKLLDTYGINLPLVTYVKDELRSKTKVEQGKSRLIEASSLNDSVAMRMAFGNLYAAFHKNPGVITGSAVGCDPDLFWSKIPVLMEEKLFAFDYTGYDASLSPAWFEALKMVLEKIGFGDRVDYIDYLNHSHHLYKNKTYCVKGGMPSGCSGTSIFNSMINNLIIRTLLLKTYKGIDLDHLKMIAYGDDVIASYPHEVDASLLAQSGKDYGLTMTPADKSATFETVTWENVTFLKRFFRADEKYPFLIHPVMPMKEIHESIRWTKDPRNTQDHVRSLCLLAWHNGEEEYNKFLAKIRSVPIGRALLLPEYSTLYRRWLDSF
Polio RdRp inh FP z-score: second read-out of Polio RdRp inh, no call of its own (marks repeat the call); z-score; measured here: FP z-score; hits read low
* hit, by the source's call.

SMILES	Polio RdRp inh	Polio RdRp inh FP z-score
CCOc1ccc(NC(=O)Cn2ccc3c(OCC(=O)OC)cccc3c2=O)cc1	100	-0.3
Fc1ccc(N=Cc2ccsc2)cc1F	101	-0.1
c1ccc(-n2cc(-c3nc4ccccc4[nH]3)c(-c3ccco3)n2)cc1	104	0.5
Cc1cccc(N2CCN(CCNC(=O)Nc3ccc(Cl)cc3)CC2)c1C	107	-0.4
CC(=O)OCC(=O)[C@@]1(O)CCC2C3CCC4=CC(=O)CC[C@]4(C)[C@@]3(F)[C@@H](O)C[C@@]21C (stereo not given in full)	99	-0.4
CCOC(=O)c1c(C)[nH]c(C)c1S(=O)(=O)N(C)CC(=O)N1CCN(c2cccc(Cl)c2)CC1	104	0.2
O=C(Cn1c(C(=O)N2CCN(C(=O)c3ccco3)CC2)cc2sccc21)c1ccccc1	101	-0.1
CCCN(Cc1nnc(-c2ccccc2Cl)o1)C(=O)c1c(F)cccc1Cl	108	1.2
Cc1ccc2[nH]c(C)c(CN(C)C)c(=O)c2c1	103	0.3
O=C1CCCN1CP(=O)(O)CCc1ccccc1	99	-0.3
CCCC(=O)c1ccc(N=Cc2ccc(Cl)cc2Cl)cc1	102	0
COc1ccc(CCNS(=O)(=O)N(C)C)cc1	99	-0.3
O=C(O)C1=NN(c2ccccc2)C(=O)C1	101	-0.5
CCOC(=O)N1CCN(CC(O)COc2cc(C)cc(C)c2)CC1 (stereo not given)	102	0
N#C/C(=C\c1ccsc1)S(=O)(=O)c1ccc(F)cc1	104	0.7
Nc1ncc(C2(O)C(=O)Nc3c(Br)cc(F)cc32)s1 (stereo not given)	95	-1.2
CSc1ncc(C(=O)NCc2ccco2)c(C(F)(F)F)n1	102	-0.3
CCn1c(CN2CCC(C)CC2)nc2cc(NC(=O)c3ccc([N+](=O)[O-])cc3)ccc21	103	0
Cc1ccc(-n2nc(C(F)(F)F)cc2-c2cccs2)cc1	101	-0.5
CCSc1nnc(NC(=O)CN2C(=O)C3CC=CCC3C2=O)s1 (stereo not given)	100	-0.3
C=CCn1c(O)c(C2=c3ccccc3=NC2=O)sc1=S	102	-0.1
CCOC(=O)C1CCN(C2CC(=O)N(c3ccc(NC(C)=O)cc3)C2=O)CC1 (stereo not given)	102	0
O=C(CN(Cc1cccs1)C(=O)c1csnn1)NC1CCCC1	102	0.2
Cc1onc(-c2c(Cl)cccc2Cl)c1C(=O)NC(C)(C)C	102	0.1
CCCCC(CC)C(=O)Nc1cc(OC)ccc1OC (stereo not given)	104	0
SMILES	Polio RdRp inh	Polio RdRp inh FP z-score
COc1c2ccoc2nc2c(OC)c(OCC(O)C(C)(C)O)ccc12 (stereo not given)	101	0.1
CCCN(C(=O)c1cc2c(=O)oc3ccccc3c2s1)c1ccccc1C	101	-0.4
CCCc1nc2ccc(NC(=O)c3ccco3)cc2c(=O)n1Cc1ccccc1Cl	103	0.3
Cc1c(C(=O)Nc2nccs2)nnn1-c1ccccc1Cl	99	-1.1
C=CCOc1ccc(-c2nn3c(-c4ccoc4C)nnc3s2)cc1	103	0.5
Cc1ccc(C)c(C(C)CN)c1 (stereo not given)	104	-0.3
COC(=O)C(CC(C)C)N1C(=O)c2cc(Cl)c(Cl)cc2C1=O (stereo not given)	100	-0.1
Cc1ccc(S(=O)(=O)N2Cc3ccccc3CC2C(=O)NC(C)C)cc1 (stereo not given)	98	-1.1
Cc1cc(C)nc(SC2CCCCC2=O)n1 (stereo not given)	107	1
CC(c1ccco1)N(C(=O)Nc1ccc(Cl)cc1)c1ccccn1 (stereo not given)	106	0.4
O=C(Nc1cc(Cl)ccc1Cl)C(O)(c1ccccc1)c1ccccc1	104	0.8
COC(=O)[C@H](Cc1ccc(O)cc1)NC(=O)c1cccc(Cl)c1	101	-0.4
O=C(Nc1ccc(Oc2ncnc3sc4c(c23)CCC4)cc1)c1ccco1	99	-0.6
C=CC1CN2CCC1CC2C(OC(=O)CCC(=O)O)c1ccnc2ccccc12 (stereo not given)	99	0
CCN(Cc1ccccc1)Cc1c(O)ccc2c(=O)c(-c3ccc(Cl)cc3Cl)coc12	101	-1.1
CCNC(=O)N1c2ccccc2Sc2ccccc21	101	0.2
NC(=O)NC(Cc1ccccc1)C(=O)NC1CCCC1 (stereo not given)	105	0.3
Cc1ccn2c(=O)cc(COc3ccc(NC(=O)C(C)(C)C)cc3)nc2c1	113	1.5
COc1ccc(CC(=O)Nc2sc3c(c2C(=O)Nc2ccccc2)CCCCC3)cc1	100	-0.5
CC1CCN(C(=O)COC(=O)C2(S(=O)(=O)c3ccc(Br)cc3)CCCC2)CC1	108	0.9
COc1ccc(Cl)cc1NC(=O)Cc1coc2cc(C)cc(C)c12	104	0.7
O=C(NC(c1ccccc1)c1c(O)ccc2ccccc12)C1CCCCC1 (stereo not given)	109	0.5
CCn1c(=O)cc(OCC(=O)Nc2ccc(C)c(F)c2)c2ccccc21	106	0.4
CC(=O)N1c2ccccc2N(C(C)=O)C(C)C1C (stereo not given)	101	-0.1
Fc1ccc(-c2nc3c4ccccc4c4ccccc4c3[nH]2)cc1	108	0.6
SMILES	Polio RdRp inh	Polio RdRp inh FP z-score
N#CC[N+]12CCN(CC1)CC2	107	0.3
COc1ccc2c(-c3ccccc3)cc(=O)oc2c1OC	105	1.4
Clc1cc(Cl)cc(NC2=NCCS2)c1	102	0.2
Cc1cc(C(=O)Cn2cnc3ccccc3c2=O)c(C)n1-c1ccccc1	101	-0.3
NS(=O)(=O)c1ccc(NC(=O)C(=O)Nc2ccc3nc4n(c(=O)c3c2)CCCCC4)cc1	107	0.1
COc1cc(OC)c2c(=O)c(-c3ccc(Cl)cc3)coc2c1	112	0.8
Cc1cc(OC(=O)c2nn(-c3ccccc3)nc2C)n(-c2ccccc2)n1	104	0.7
Cc1ccc(-c2nc3c4cnn(-c5cc(Cl)ccc5Cl)c4ncn3n2)cc1	114	-0.1
N#Cc1cccc(NC(=O)CC(NC(N)=O)c2ccccc2Cl)c1 (stereo not given)	102	0.2
CC(C)c1nc2ccc(NC(=O)C3CCCCC3)cc2[nH]1	109	0.7
Cc1c(Cl)cccc1-c1ccc(C(=O)Nc2ccc(F)cc2)o1	106	0.1
c1ccc(CSc2nnc(C3CCNCC3)o2)cc1	110	0.8
FC(F)(F)C1NCCc2c1[nH]c1ccccc21 (stereo not given)	100	-0.5
COCCCNC(=O)C1CCN(C(=O)c2cc3sccc3n2Cc2ccc(Cl)cc2)CC1	106	-0.1
Cc1cc(C)cc(C(=O)OCC(=O)c2cc(C)n(C)c2C)c1	101	-0.2
CCNCc1ccc(OCc2ccccc2)cc1	103	0
COC(=O)c1c(C)sc(-c2c(-c3ccc4c(c3)OCCO4)[nH]c3c2c(=O)[nH]c(=O)n3C)c1O	109	0.2
CN(C)c1ccc(-c2nnc(-c3ccc(Cl)cc3)o2)cc1	100	-0.5
CCCNC(=O)N1CCc2c([nH]c3ccccc23)C1c1ccccc1F (stereo not given)	101	-0.2
COc1cccc(N(C(=O)c2ccco2)c2nc3ccccc3s2)c1	109	0.7
CCOc1ccccc1NC(=O)Cn1c(=O)oc2cc(S(=O)(=O)NC3CCCC3)ccc21	104	1.9
CCCC(CC(=O)N1CCN(c2ccccc2Cl)CC1)n1ccnc1 (stereo not given)	105	0.5
O=C(NCc1ccc(Cl)cc1)c1ccc2c(c1)[nH]c(=S)n1c3ccccc3nc21	105	0.7
O=C(COc1coc(CN2CCc3ccccc32)cc1=O)NC1CCCC1	105	1
CN1CCC(N(C)C(=O)C23CC4CC(CC(C4)C2)C3)CC1	103	0.6
SMILES	Polio RdRp inh	Polio RdRp inh FP z-score
c1ccc(-c2nnc(C3CC3)nc2-c2ccccc2)cc1	102	0.1
CC(=O)Nc1ccccc1C(=NC1CCCCC1)C(=O)NC1CCCCC1	106	1.1
CC(C)(C)OC(=O)N1CCC(c2c(C(=O)NCc3cccs3)cnn2-c2ccc(F)cc2F)CC1	113	1.4
Cc1ccccc1CN1C(=O)c2ccccc2Sc2ccc(C(=O)O)cc21	106	-0.3
O=C(OCc1ccccc1)c1cc2ccccc2[nH]1	105	0.1
O=C(Nc1cc(C(F)(F)F)ccc1Br)c1ccccc1F	104	0.5
COc1ccc(S(=O)(=O)NC(N)=NCCc2ccc(Cl)cc2)cc1OC	100	-0.5
Cc1c(SC(F)F)cc(SC(F)F)cc1SC(F)F	98	-0.3
CC(NC(=O)C1CCCN(S(=O)(=O)c2cccc3nonc23)C1)c1ccccc1 (stereo not given)	104	0.8
CCc1ccc(NC(=O)N(C(C)C)C2CCN(C(C)=O)CC2)cc1	101	0.1
CCOc1ccccc1C1C(C#N)=C(SCC(=O)N2CCCC2)NC2=C1C(=O)CCC2 (stereo not given)	113	1.3
COc1cccc(OC)c1C(=O)Nc1nc2c(s1)CCc1ccccc1-2	106	0.5
CCn1c(SCC(=O)Nc2ccc(S(=O)(=O)N3CCCC3)cc2)nnc1-c1ccccc1	105	0.3
CCN1CCN(c2ccc(NC(=O)Cc3ccsc3)cc2)CC1	101	-0.1
Cc1ccccc1-c1nc2sc(C)c(C)c2c(=O)o1	101	-0.2
O=C(CC(c1ccccc1)c1ccccc1)NCc1ccco1	108	2
CN(Cc1ccccc1)C(=O)CNc1cccc(C#N)c1	103	0.4
CCOc1ccc(C(=O)C(C)Sc2nnnn2-c2ccc(OC)cc2)cc1 (stereo not given)	105	0.2
COc1ccc(CCN2C(=O)CN=C2Nc2ccc(F)cc2)cc1OC	100	-0.2
Cc1ccc(C(=O)CN2CCCC(C)C2)cc1 (stereo not given)	108	0.8
O=C(c1ccc(O)cc1)N1N=CCC1(O)C(F)(F)F (stereo not given)	109	0.9
CCc1nc2ccc(C(=O)N3CCN(c4ccccc4F)CC3)cc2nc1CC	107	0.2
CC12CCC(C(=O)N3CCc4ccccc43)(CC1=O)C2(C)C (stereo not given)	100	-0.3
O=C(NCCc1ccccc1)c1nc(-c2ccc(Cl)cc2)n2c1CCCCC2	104	-0.4
COC(=O)c1c(NC(=O)c2nc(SC)ncc2Cl)sc2c1CCCC2	121	0.4

Quoted from the results shown (19 entries):
SMILES	Polio RdRp inh	Polio RdRp inh FP z-score
CCCN(C(=O)c1cc2c(=O)oc3ccccc3c2s1)c1ccccc1C	101	-0.4
CCCc1nc2ccc(NC(=O)c3ccco3)cc2c(=O)n1Cc1ccccc1Cl	103	0.3
Cc1c(C(=O)Nc2nccs2)nnn1-c1ccccc1Cl	99	-1.1
C=CCOc1ccc(-c2nn3c(-c4ccoc4C)nnc3s2)cc1	103	0.5
Cc1ccc(C)c(C(C)CN)c1 (stereo not given)	104	-0.3
COC(=O)C(CC(C)C)N1C(=O)c2cc(Cl)c(Cl)cc2C1=O (stereo not given)	100	-0.1
Cc1ccc(S(=O)(=O)N2Cc3ccccc3CC2C(=O)NC(C)C)cc1 (stereo not given)	98	-1.1
Cc1cc(C)nc(SC2CCCCC2=O)n1 (stereo not given)	107	1
CC(c1ccco1)N(C(=O)Nc1ccc(Cl)cc1)c1ccccn1 (stereo not given)	106	0.4
O=C(Nc1cc(Cl)ccc1Cl)C(O)(c1ccccc1)c1ccccc1	104	0.8
COC(=O)[C@H](Cc1ccc(O)cc1)NC(=O)c1cccc(Cl)c1	101	-0.4
O=C(Nc1ccc(Oc2ncnc3sc4c(c23)CCC4)cc1)c1ccco1	99	-0.6
C=CC1CN2CCC1CC2C(OC(=O)CCC(=O)O)c1ccnc2ccccc12 (stereo not given)	99	0
CCN(Cc1ccccc1)Cc1c(O)ccc2c(=O)c(-c3ccc(Cl)cc3Cl)coc12	101	-1.1
CCNC(=O)N1c2ccccc2Sc2ccccc21	101	0.2
NC(=O)NC(Cc1ccccc1)C(=O)NC1CCCC1 (stereo not given)	105	0.3
Cc1ccn2c(=O)cc(COc3ccc(NC(=O)C(C)(C)C)cc3)nc2c1	113	1.5
COc1ccc(CC(=O)Nc2sc3c(c2C(=O)Nc2ccccc2)CCCCC3)cc1	100	-0.5
CC1CCN(C(=O)COC(=O)C2(S(=O)(=O)c3ccc(Br)cc3)CCCC2)CC1	108	0.9

Later entries
SMILES	Polio RdRp inh	Polio RdRp inh FP z-score
CCCCSc1nnc2c(n1)OC(c1ccc(Br)s1)N(C(C)=O)c1ccccc1-2 (stereo not given)	106	0.2
CSc1s[nH]c(=O)c1C#N	86*	-1.5*
Cc1cc2cc(CNC(=O)CC(C)(C)C)ccc2[nH]1	104	1.5
CCN1C(=O)CC(C(=O)Nc2ccc(OC)cc2)SC1=Nc1ccc(C)c(C)c1 (stereo not given)	103	-0.6
COCc1cc(C)nc2sc3c(c12)NC(c1ccc(NC(C)=O)cc1)N(c1ccc(C)cc1)C3=O (stereo not given)	108	-0.2
Cc1ccc(C(=O)Cn2cnc3c2c(=O)n(C)c(=O)n3C)cc1	100	-0.8
Cc1cc2c(=O)n(Cc3ccco3)c(SCC(=O)c3cccs3)nc2s1	99	-0.9
COc1cccc(-c2n[nH]c3c2C(c2ccccc2)NC3=O)c1 (stereo not given)	99	-0.5
Cc1cc(C)c(NC(=O)CSc2nc3c(c(-c4ccco4)c2C#N)CCCC3)c(C)c1	104	0.4
Cc1cc(F)ccc1S(=O)(=O)Nc1ccc2c(c1)CCCN2C(=O)c1cccs1	108	0.4
CC(=O)Oc1c(Br)c(=O)[nH]c2ccccc12	104	0.4
COc1cccc(-n2c(SC3CCOC3=O)nc3ccccc3c2=O)c1 (stereo not given)	98	-0.7
Nc1ccc(OCC(=O)N2CCOCC2)cc1	101	-0.1
Cc1cnc(N(C(=O)c2c(-c3ccccc3)noc2C)C(=O)c2c(-c3ccccc3)noc2C)c(C)n1	104	0.4
CCN1CCSc2ccc(C(=O)NC(C)c3ccccc3)cc21 (stereo not given)	107	0.8
CCOc1ccccc1CNCCCSc1nnnn1C	108	0.4
CC(C)c1ccc(NC(=O)C2Cc3ccccc3N2C(=O)c2ccccc2)cc1 (stereo not given)	105	-0.4
CCCCN(CC)CCCNC(=O)c1c(C)oc2ncnc(N3CCOCC3)c12	104	-0.5
O=C(c1ccco1)N(Cc1ccccc1O)c1ccc(Cl)cc1	103	0.6
CCOC(=O)c1noc2ncn(CC(=O)Nc3ccc(OC)c(Cl)c3)c(=O)c12	103	-0.7

An excerpt; count on the stated rates, not on these rows.
